NADH enzymes – inhibitors of PK/LDH coupling enzymes, profiling panel, artefact control, biochemical, MLSMR library; IC50, µM (series often up to 10 µM), inactives show at the top dose inhibition; coupled PK/LDH NADH assays, four targets; AID 774, 2007; 65,000 compounds, 0.02% hits;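 active means single-dose screening hits from any of four coupled enzyme assays that gave an IC50 when retested across doses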;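 further: the DPM-DC format reads NADH fluorescence rather than 340 nm absorbance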
E coli RNAP – E. coli RNAP inhibitors, biochemical | 62,000 compounds, 0.2% hits | E. coli RNA polymerase, fluorescence transcription assay | inhibition, %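 (tested at 10 µM)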 | DNA-directed RNA polymerase subunit beta (Escherichia coli (strain K12)), P0A8V2 | AID 559, 2006; in the data active means inhibition above about 20%;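 further: 0% = enzyme without compound and 100% = no enzyme blank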
Autofluor 339 – intrinsic fluorescence of library compounds, ex339/em460 – biochemical, MLSMR library, data from DPM-DC assay, artefact control, profiling panel | compound autofluorescence, ex339/em460 nm, NADH buffer; hits give high values; 1 = no-compound wells, NADH background | fluorescence fold increase at 10 µM | 65,000 compounds, 5.5% hits | AID 709, 2007;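 active means at 10 µM, mean starting fluorescence two-fold or more over control wells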;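 further: signal is the first read of a kinetic run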
M1 antag – antagonists of rat M1 muscarinic receptor; Muscarinic acetylcholine receptor M1 (Rattus norvegicus), P08482; CHO-M1 cells, Fluo-4 calcium, ACh EC80 antagonist mode; hits give low values; B-score at 10 µM; 64,000 compounds, 3.4% hits; AID 628, 2007;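 active means calcium fluorescence response, raw or row-and-column corrected B-score, differing from the plate sample mean either way at a set confidence level, mostly lower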
Target sequence (P08482 whole entry, looked up): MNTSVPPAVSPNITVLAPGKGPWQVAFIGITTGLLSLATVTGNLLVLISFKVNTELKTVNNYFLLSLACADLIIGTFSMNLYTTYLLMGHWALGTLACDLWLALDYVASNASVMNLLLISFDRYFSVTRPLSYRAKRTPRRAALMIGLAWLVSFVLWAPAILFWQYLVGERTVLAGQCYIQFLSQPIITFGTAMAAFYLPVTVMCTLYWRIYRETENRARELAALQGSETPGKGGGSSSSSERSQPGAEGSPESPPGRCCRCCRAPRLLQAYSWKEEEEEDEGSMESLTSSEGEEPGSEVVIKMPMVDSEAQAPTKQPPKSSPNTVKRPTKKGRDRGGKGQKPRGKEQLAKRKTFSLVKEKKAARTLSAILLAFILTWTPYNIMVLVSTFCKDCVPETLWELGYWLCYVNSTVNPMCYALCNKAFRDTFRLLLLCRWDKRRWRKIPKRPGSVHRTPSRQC
HTR1A agonist – human 5-HT1a receptor agonists, primary screen, cell-based, CHO, Ga15 NFAT-bla reporter. 5-hydroxytryptamine receptor 1A (Homo sapiens), P08908. CHO 5-HT1a Ga15 NFAT-bla reporter, FRET ratio; 0% basal, 100% maximal reference agonist. activation, % at 10 µM. 65,000 compounds, 0.56% hits. AID 567, 2006;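 active means activation above the screen-wide mean activation plus 3 SD, cut at about 19% in these data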;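 further: 0% = DMSO wells and 100% = 5-CT at EC100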
D1 mod – D1 CRE-luciferase signal change, two-sided – cell-based, HEK293 D1, dopamine EC30, D1 allosteric modulator project, primary screen | AID 641, 2007 | D(1A) dopamine receptor (Homo sapiens), P21728 | B-score at 10 µM | dopamine EC30 potentiation; actives deviate in either direction | 58,000 compounds, 5.9% hits;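 active means luminescence count or its row- and column-corrected plate score outside the 99.7% band of the plate's sample wells, on either side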
Target sequence (P21728 whole entry, looked up): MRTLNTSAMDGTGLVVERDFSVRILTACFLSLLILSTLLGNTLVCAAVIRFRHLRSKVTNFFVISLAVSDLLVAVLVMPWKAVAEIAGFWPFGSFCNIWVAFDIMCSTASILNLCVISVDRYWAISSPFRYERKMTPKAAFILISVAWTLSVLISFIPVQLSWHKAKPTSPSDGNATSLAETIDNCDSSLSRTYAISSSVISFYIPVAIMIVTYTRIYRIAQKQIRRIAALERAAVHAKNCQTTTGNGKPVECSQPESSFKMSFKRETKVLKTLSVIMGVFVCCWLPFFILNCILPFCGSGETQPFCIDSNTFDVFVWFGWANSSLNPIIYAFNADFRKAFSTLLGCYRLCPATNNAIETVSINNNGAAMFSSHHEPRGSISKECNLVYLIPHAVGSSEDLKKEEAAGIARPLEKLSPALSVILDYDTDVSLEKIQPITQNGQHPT
HER2 expr 66K – inhibitors of Her2 protein expression, primary screen, SKBR-3 cells, AlphaScreen, 66K library; Receptor tyrosine-protein kinase erbB-2 (Homo sapiens), P04626; SKBR-3 HER2 protein level, 18-24 h; hits give low values; HER2 level % of control, % at 10 µM; 65,000 compounds, 0.69% hits; AID 645, 2007;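 active means HER2 level under 5% of the carrier-only control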;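 further: 100% = DMSO carrier and 0% = 500 nM PU-H71 HSP90 inhibitor; lower value means stronger loss of Her2 protein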
M1 ag – M1 muscarinic receptor agonists, primary screen, CHO-M1 cells, Fluo-4 calcium, agonist mode. Muscarinic acetylcholine receptor M1. Fluo-4 calcium fluorescence; hits give high values. B-score at 10 µM. 64,000 compounds, 3% hits;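 active means fluorescence rise, raw or as B-score row- and column-corrected plate score, outside the 99.7% band of its plate's samples, either direction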
Hsp90 block – tumor Hsp90 inhibitors, primary screen, cell lysate, fluorescence polarization, NCI-N417 lysate; Cy3B-geldanamycin FP displacement; inhibition, % at 30 µM; Heat shock protein HSP 90-alpha (Homo sapiens), P07900; 64,000 compounds, 0.35% hits;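 active means inhibition above 50%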;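 further: 0% = tracer plus lysate wells and 100% = tracer alone without lysate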
An asterisk follows results filed as active; · = no result given.

Under each structure – HER2 expr 66K, Autofluor 339, HTR1A agonist, M1 antag, Hsp90 block, NADH enzymes, M1 ag, E coli RNAP, D1 mod
CCN(CC)CCCN1C(=O)C(O)=C(C(=O)c2cc3ccccc3o2)C1c1ccccn1 (centres undefined)
    111, 1.1, 0.4, 0.061, -10, 6%, 0.77, 15, -0.096
Cc1c(C(=O)NCc2ccccc2)oc2ccc(S(=O)(=O)N3CCCC3)cc12
    73, 1.1, 7.1, 0.52, -2, 0%, -0.75, 0, 11*
CCOC(=O)Cn1c(C)cc(=O)c2cccc(C)c21
    71, 1.1, 1.1, -0.024, -1, 6%, -0.079, 7, 0.36
CCC(C)(C)NC(=O)C(c1ccc(F)cc1)N(Cc1ccco1)C(=O)c1cnccn1 (centres undefined)
    148, 1.1, -2.8, 0.021, -2, 6%, -0.63, 6, -1.7
Cc1c(C#N)c(N=CN(C)C)c(C(=O)c2ccccc2)n1-c1ccccc1
    112, 1.1, -1.6, -0.59, -4, 2%, 0.4, 5, 0.01
COC(=O)C1=C(C)NC(=O)NC1c1cc(Cl)ccc1OC (centres undefined)
    90, 1.1, -0.3, 0.26, -5, 10%, 0.22, -8, -0.6
Cn1nnnc1SCC(=O)Nc1ccc(N2CCOCC2)cc1
    37, 1.1, -2.5, 1.2, ·, 5%, 0.91, 2, 1.1
CCn1c(=O)cc(SCC(=O)NCCN2CCN(Cc3ccccc3)CC2)c2ccccc21
    76, 1.2, -4.6, -3.5*, -2, 2%, 1.3, 0, 0.85
CCc1cc2c(SCC(=O)c3cccs3)ncnc2s1
    79, 1.1, 0.9, -0.063, -5, 4%, -0.35, 24*, 1.1
CCOC(=O)Cn1c(=N)n(Cc2ccccc2F)c2ccccc21
    90, 1.1, -0.5, 1.1, -2, 6%, 0.44, 7, -1.7
COc1ccccc1Cc1noc(COc2cccc(C)c2C)n1
    82, 1.2, -0.4, -2.7*, -3, 5%, -1.2, -12, ·
Cn1c(C(C#N)C(=O)Cc2cccc3ccccc23)nc2ccccc21 (centres undefined)
    79, 1.1, -2.6, 0.86, ·, 3%, 2, 9, -1.1
O=C(Cc1c(F)cccc1Cl)N1CCCC1
    107, 1.1, -3.6, -0.15, -2, 7%, 0.7, 9, 0.72
NS(=O)(=O)c1ccc(NC(=O)CSc2ccccn2)cc1
    83, 1, -2.1, -0.51, -1, 5%, -0.84, 4, 0.1
COc1ccc(NC(=O)C2CCCN(S(=O)(=O)c3c(C)n[nH]c3C)C2)cc1 (centres undefined)
    72, 1.1, -0.7, 0.88, -2, 5%, 0.72, 5, -0.4
COC(=O)c1cc(-c2cccc(OC)c2)n[nH]1
    89, 1.1, -4.7, 0.25, 1, 6%, 0.26, 1, 0.25
Cc1ccc(N2C(=O)C3C4C=CC(C4)C3C2=O)cc1C (centres undefined)
    131, 1.1, -0.4, 0.44, 2, 5%, 1.3, 2, ·
CN1CCC(NC(=O)c2cccs2)CC1
    101, 1, -1.1, -0.054, 2, 1%, 6.6*, 9, -1.4
Clc1ccc(SCc2cn3ccsc3n2)cc1
    120, 1.1, 0.5, -1, -3, 7%, 1.2, ·, ·
Cc1cc(C)nc(NS(=O)(=O)c2ccc(Br)s2)c1
    104, 1.1, -3.5, 0.05, -9, 1%, -1.4, 6, ·

Carrying on.
Under each structure – HER2 expr 66K, Autofluor 339, HTR1A agonist, M1 antag, Hsp90 block, NADH enzymes, M1 ag, E coli RNAP, D1 mod
CCCCN(CCCC)C(=O)CSc1nnc2n(C)c(=O)c3c4c(sc3n12)CCCC4
    112, 1, 1.9, -0.79, 1, 3%, 1.7, 2, ·
CN1CCN(CC(=O)C23CC4CC(CC(C4)C2)C3)CC1
    90, 1, -2.8, -0.04, 1, 8%, 0.46, 8, 0.15
Cc1nc2ccccn2c1C(=O)NCc1ccc2c(c1)OCO2
    106, 1.1, -2.5, 1.5, 1, 6%, -0.12, 10, 0.63
Cc1ccc(-n2nnc3c(=O)n(CC(=O)NCc4ccco4)cnc32)cc1
    107, 1.1, -1.4, 0.58, -6, 5%, 0.011, 8, -0.019
COc1ccc(CCNC(=O)CN2CCN(c3cccc(Cl)c3)CC2)cc1OC
    74, 1.1, 1.2, 0.73, -6, 4%, -0.49, 5, -2
O=C(NCCC1=CCCCC1)C1CCN(S(=O)(=O)c2cccs2)CC1
    106, 1, -2.5, -0.38, 1, 8%, -0.63, 8, -1.3
Nc1cccc(C(=O)Nc2ccc(N)cc2Cl)c1
    121, 1.1, -2.8, 0.076, -1, 8%, 0.23, 12, 0.4
O=C1CCC(=O)N1CNc1cccnc1
    95, 1.1, -6.0, -0.5, -1, 3%, -0.27, 9, ·
CC1Cn2c(nnc2-c2cccc(N)c2)S1 (centres undefined)
    100, 1.2, -2.4, 0.68, 0, 1%, 0.67, 4, -0.27
Cc1cc(NC2C3CC4CC(C3)CC2C4)n2ncnc2n1 (centres undefined)
    89, 1.1, 0.9, 0.033, -4, 4%, -0.019, 2, 2.6
O=C(Nc1ccc2c(c1)OCCO2)C1CCN(c2cnccn2)CC1
    80, 1.6, 0.1, 0.11, 0, 8%, 0.013, 10, -0.024
Cc1cccc(-n2c(=O)cc(N3CCN(c4ccc(F)cc4)CC3)[nH]c2=O)c1
    86, 1, 1.8, 0.32, -3, 1%, 0.17, 7, -0.36
Cc1cccc(Nc2nc(NC(C)C)nc(Oc3ccc(=O)n(C)n3)n2)c1
    94, 1.1, -2.6, -0.16, -4, 8%, 0.28, 4, -0.15
COCCn1c(CN2CCN(c3ccc(F)cc3)CC2)nc2c1c(=O)n(C)c(=O)n2C
    109, 1.1, -1.0, 0.42, -1, 2%, -0.15, 5, -1.1
COc1ccc(N(CC(=O)N2CCc3ccccc32)S(=O)(=O)c2c(C)n[nH]c2C)cc1
    89, 1.2, -0.8, 0.067, -2, 4%, 0.95, 2, 0.56
O=S(=O)(NC1CCCc2ccccc21)c1cnc[nH]1 (centres undefined)
    116, 1.1, -2.0, 0.023, -6, 6%, 0.21, 1, -0.2
COC(=O)Nc1ccc(NC(C)=O)cc1
    104, 1, 2.0, -0.028, 4, 1%, 0.65, 3, -0.5
COC(=O)CNS(=O)(=O)c1ccc(Cc2ccc(S(=O)(=O)NCC(=O)OC)cc2)cc1
    108, 1, -0.1, -0.93, -1, 5%, 0.019, 0, 0.27
Cn1c(CCNC(=O)OC(C)(C)C)n[nH]c1=S
    73, 1.1, -2.0, -0.27, 4, 6%, 0.61, 1, -0.54
COc1cccc2cc(-c3cn4cccc(C)c4n3)c(=O)oc12
    135, 1.7, -1.2, -0.38, -11, 0%, -0.054, 1, 0.97

The listing continues:
Under each structure – HER2 expr 66K, Autofluor 339, HTR1A agonist, M1 antag, Hsp90 block, NADH enzymes, M1 ag, E coli RNAP, D1 mod
Cc1cccc(C)c1NC(=O)C1(NC(=O)C2CCCN2C(=O)OC(C)(C)C)CCCCC1 (centres undefined)
    99, 1.1, -0.9, 0.49, -4, 3%, -0.87, 4, -1.4
CCS(=O)(=O)N1CCC(C(=O)NCCN2CCN(Cc3ccccc3)CC2)CC1
    86, 1.1, 1.5, -3.4*, -1, 6%, -0.078, 4, -0.37
Nc1ccccc1NC(=O)c1ccccc1N
    105, 1.7, 0.9, -1.2, -3, 6%, 0.77, 11, ·
COc1ccc(C2C(C(=O)Nc3ccccc3)=C(C)Nc3nc(CCCO)nn32)cc1 (centres undefined)
    104, 1.1, -2.4, -0.035, -2, 8%, 0.15, 1, -0.7
Cc1oc(-c2ccccc2F)nc1CS(=O)(=O)CC(=O)NCc1ccco1
    87, 1.1, 0.3, 0.49, -1, 2%, 0.045, 5, 0.82
Cc1ccc(C(=O)N2CCN(c3cccc(Cl)c3)CC2)cc1C
    133, 1.1, 1.6, -0.13, -1, 0%, -0.5, 4, -0.3
COc1ccc(Cl)cc1C(=O)Nc1nnn(C)n1
    55, 1.1, 2.0, 0.05, -1, 9%, 0.51, 2, -0.19
Cc1ccc(S(=O)(=O)Cn2nnnc2C(C(C)C)N2CCSCC2)cc1 (centres undefined)
    109, 1.1, 1.0, -2.3*, -1, 2%, 0.74, 2, 0.00025
COc1cc(-c2nc(S(=O)(=O)c3ccc(Cl)cc3)c(N3CCOCC3)o2)cc(OC)c1OC
    107, 1.1, 3.5, -0.5, 1, 3%, -0.49, 9, 3
Cn1cccc1-c1nc2ccc(NC(=O)c3ccccc3)cc2[nH]1
    139, 1.1, -2.0, 0.5, 2, 9%, 3, 3, -0.92
c1cc2c(cc1Oc1nc(N3CCOCC3)nc(N3CCOCC3)n1)OCO2
    94, 1.1, -0.3, 0.31, -1, 2%, -0.49, 9, 3.2
COc1cc(OC)cc(C(=O)N2CCCc3ccccc32)c1
    86, 1.1, 1.4, -0.55, -1, 0%, -0.67, 4, -0.16
COc1ccc(C(=O)N(CN2CCCC2=O)c2nccs2)cc1OC
    102, 1.3, -2.8, 0.0061, -1, 2%, -0.47, 0, ·
CCOC(=O)N1CCC(NC(=O)c2ccc(CS(=O)(=O)c3ccc(OC)cc3)o2)CC1
    84, 1.1, -1.6, -0.38, 1, 6%, -0.85, -8, 0
CC1(C)NC(C)(C)C(O)(C(N)=O)C1=O (centres undefined)
    49, 1.2, -3.0, 0.51, 2, 6%, 0.11, 4, -1.1
O=C(COC(=O)CCc1ccc(S(=O)(=O)N2CCCCC2)cc1)Nc1ccc2c(c1)OCO2
    104, 1.1, -1.4, 0.19, 6, 5%, -0.0022, 0, -0.26
CS(=O)(=O)NC1c2cccc3cccc(c23)C1Sc1nncn1/N=C/c1ccco1 (centres undefined)
    76, 1.1, -1.5, -0.37, -5, 7%, -0.037, 7, 0.52
O=C(N1CCOCC1)C12CC3CC(C1)CC(C(=O)N1CCOCC1)(C3)C2
    116, 1.1, -1.8, 0.55, -1, 6%, -0.37, 6, ·
CN(C)c1nc(N2CCOCC2)nc(N(c2ccccc2)c2ccccc2)n1
    108, 1.1, 5.1, -0.025, 1, 8%, -0.57, -2, -0.11
O=C1c2ccccc2C(=O)N1CCN1CCOCC1
    104, 1, -1.4, -0.016, -3, 2%, -0.071, 0, -0.086

Copied from the list.
Under E coli RNAP, CC1(C)NC(C)(C)C(O)(C(N)=O)C1=O (centres undefined) is entered as 4
Under E coli RNAP, COc1ccc(CCNC(=O)CN2CCN(c3cccc(Cl)c3)CC2)cc1OC is entered as 5
